# HTR5A inv ag: counter-screen for OPRM1-OPRD1 inverse agonists: human HTR5A inverse agonism. AID 504634. inhibition, % at 9.3 µM. P47898. 0.083% of 340,000 active. HTR5A cell line, luminescence; in the data active = inhibition mostly above about 23%, no sharp cut-off; inactive = mostly below about 18%;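 also: 0% = cells with DMSO and 100% = no-cell wells with DMSO; some compounds called inactive have numbers as strong as hits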
# phage Ecoli inh: E. coli growth loss with phage present; inhibition, % at 11.9 µM; growth absorbance; 0.26% of 360,000 active; in the data active = inhibition above about 11%
# AddAB inh: less growth of phage-infected E. coli with AddAB; E. coli expressing H. pylori AddAB, absorbance growth; inhibition, % at 11.9 µM; 0.29% of 330,000 active; AID 435030; in the data active = inhibition above about 12%;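 also: 0% = vehicle wells of infected cells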
# Tat export inh: blocks Tat-dependent protein export in E. coli. E. coli MC4100 TorA-mCherry Tat export, fluorescence. inhibition, % at 10 µM. 0.036% of 340,000 active;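 active = mean replicate inhibition at least 50% and at least half of replicates individually reaching 50%; inconclusive = only one of the two criteria met; inactive = neither criterion met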;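 also: exported cargo escapes ClpAP degradation while cytoplasmic cargo is degraded and loses fluorescence; 0% = median of neutral control wells and 100% = median of NaSCN control wells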
# Ecoli viability: reduces bacterial viability in AddAB counter-screen. E. coli V3065 growth, OD600 absorbance, 18 h. inhibition, % at 11.9 µM. AID 449728. 0.27% of 330,000 active;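 active = inhibition above the campaign's mean inhibition across all tested compounds plus 3 SD, cut at about 9.9% in these data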;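 also: uninfected addAB+ strain grown without phage in ampicillin broth; 0% = DMSO wells and 100% = ciprofloxacin 0.95 µg/ml wells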
# PKA-R2B act: activators of human PKA-R2B complex; PKA-R2B holoenzyme dissociation, Cy5-IP20 fluorescence polarization; R2B truncated from residue 108, S112A mutant; 0% DMSO only, 100% 113 µM cGMP; activation, % at 11.4 µM; 0.079% of 340,000 active;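 active = activation above a cutoff set at the mean over all compounds plus 3 SD, cut at about 18% in these data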;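 also: higher means more holoenzyme dissociation and a rise in polarization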
# MOR-DOR ag: OPRM1-OPRD1 heterodimerization agonism | activation, % at 9.3 µM | 0.3% of 340,000 active | cells, luminescence | P35372+P41143 | AID 504326; in the data active = activation above about 18%;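 also: 0% = vehicle-treated cells and 100% = reference agonist; values of inactives mirror those of a sister screen read the other way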
# Target sequence (P35372 whole entry, looked up): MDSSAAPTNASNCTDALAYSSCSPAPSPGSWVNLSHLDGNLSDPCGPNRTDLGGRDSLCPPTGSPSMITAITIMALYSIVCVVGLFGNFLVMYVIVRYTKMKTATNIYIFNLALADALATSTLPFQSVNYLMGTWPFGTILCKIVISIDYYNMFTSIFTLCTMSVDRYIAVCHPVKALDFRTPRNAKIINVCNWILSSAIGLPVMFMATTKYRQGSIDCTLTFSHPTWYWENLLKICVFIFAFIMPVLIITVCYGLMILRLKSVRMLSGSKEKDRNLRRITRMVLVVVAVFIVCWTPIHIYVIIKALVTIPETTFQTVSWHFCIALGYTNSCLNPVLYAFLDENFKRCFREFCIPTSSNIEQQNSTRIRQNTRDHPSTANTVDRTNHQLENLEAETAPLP
# Target sequence (P41143 whole entry, looked up): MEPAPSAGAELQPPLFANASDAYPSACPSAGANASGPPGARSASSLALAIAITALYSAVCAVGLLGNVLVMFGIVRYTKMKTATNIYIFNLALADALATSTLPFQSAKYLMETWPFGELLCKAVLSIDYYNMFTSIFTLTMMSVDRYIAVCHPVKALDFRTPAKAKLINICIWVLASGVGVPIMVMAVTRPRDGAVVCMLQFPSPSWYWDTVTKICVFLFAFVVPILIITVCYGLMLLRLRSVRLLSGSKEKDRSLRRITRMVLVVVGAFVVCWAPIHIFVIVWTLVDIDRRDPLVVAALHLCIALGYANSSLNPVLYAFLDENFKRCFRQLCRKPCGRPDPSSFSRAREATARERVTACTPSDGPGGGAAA
# MOR-DOR inv ag: inverse agonists of human mu-delta opioid receptor heterodimerization. P35372+P41143. cell-based MOR-DOR heterodimer luminescence, inverse agonism. inhibition, % at 9.3 µM. 0.21% of 340,000 active; in the data active = inhibition above about 22%, passing the limit was not always enough;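 also: 0% = cells with DMSO and 100% = wells without cells with DMSO; values of inactives mirror those of a sister screen read the other way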
# PKA-R1A act: PKA-R1A complex activation; 0.083% of 340,000 active; PKA-R1A dissociation, Cy5-IP20 fluorescence polarization; scaled: DMSO 0%, 113 µM cGMP 100%; P00514+P68181; AID 504707; activation, % at 11.4 µM;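 active = percent activation above the mean of all tested compounds plus 3 SD, cut at about 19% in these data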;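 also: higher means more PKAc released from R1A so a rise in polarization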
# SUMO Mot1 rescue: inhibitors of SUMOylation pathway: yeast Mot1-301 growth rescue; AID 2716; 1% of 320,000 active; growth rescue, % at 18.8 µM; S. cerevisiae Mot1-301 growth rescue, ATP luminescence, 38.5C; percent above DMSO median, 100 means doubled;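 active = every valid replicate shows activation above 250% relative to neutral control wells; inactive = the rest, any valid replicate at or below 250%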;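 also: OY570 slx delta 5 strain wells were the positive control but not used for scaling; some compounds called inactive have numbers as strong as hits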
# PfHsp90 yeast 2: reduces growth (ATP signal) of yeast expressing P. falciparum Hsp90; S. cerevisiae expressing PfHsp90, BacTiter-Glo ATP, 48 h; yeast lacking PDR1 and PDR3 efflux regulators; inhibition, % at 9.4 µM; 0.32% of 310,000 active; AID 504621;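 active = every replicate shows inhibition above about 80%, whatever the replicate mean, limit read from the data; inconclusive = mean inhibition reaches the set limit but some replicate falls short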;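 also: 0% = DMSO neutral controls and 100% = 20 µM radicicol positive controls; yeast relying on Plasmodium falciparum Hsp90 in place of its own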
# * hit, by the source's call; u = inconclusive; x = no result given. A portion of the library; rates above refer to the full screens.
canonical_smiles,HTR5A inv ag,phage Ecoli inh,AddAB inh,Tat export inh,Ecoli viability,PKA-R2B act,MOR-DOR ag,MOR-DOR inv ag,PKA-R1A act,SUMO Mot1 rescue,PfHsp90 yeast 2
CCC1(CC(C)C)C(=O)NC(=S)NC1=O,10,-1.3,x,7,x,-2,-1.3,7,-7,x,x
COC(=O)C1=C(c2ccc(-c3ccccc3)c(F)c2)C[C@@H]2CC[C@H]1N2C(=O)N1CCc2cc(OC)c(OC)cc2C1,-9,2.5,2.5,-2,0.0,-3,-0.7,4,0,-11,-17
CCN(CC)S(=O)(=O)c1ccc(C)c(NCC(=O)Nc2ccc(C#N)c(Cl)c2)c1,7,1.5,1.0,-5,-0.9,-1,2.9,-15,-4,355,-6
CC(=O)N1Cc2cnnn2-c2ccccc2C1(C#N)Cc1ccccc1 (stereo unspecified),6,2.5,x,7,x,4,-0.2,1,-8,x,-14
O=C1NC(=O)N(Cc2ccco2)C(=O)/C1=C\c1cccn1CCOc1ccccc1,24,-1.6,0.6,2,-1.6,5,-2.5,13,3,1,-14
C(#CCN1CCOCC1)COC/C=C/c1ccccc1,-11,2.1,2.1,5,-1.1,1,-0.9,5,5,-12,7
O=[N+]([O-])[N-][n+]1cnn(Cc2ccc(Cl)cc2)c1,6,3.4,-0.6,-8,0.8,13,-1.7,9,3,2,5
Cn1c(=O)cc(OCC(=O)N2CCN(Cc3ccc4c(c3)OCO4)CC2)c2ccccc21,-11,1.1,1.6,2,-0.8,11,-2.3,12,-10,x,-18
CCOP(=O)(OCC)C(NC(C)=O)C(Cl)(Cl)Cl (stereo unspecified),0,2.8,1.5,-13,0.3,-2,-2.4,15,-4,156,4
CC1(C)CC(n2[nH]c(=O)c3c2NC(=O)CSC3c2ccc(F)cc2)CCO1 (stereo unspecified),-9,0.3,1.6,u,3.2,-5,-3.2,13,-10,1,4
COc1cc(CN2CCCC(C(=O)c3sccc3C)C2)cc(OC)c1O (stereo unspecified),-4,2.2,5.2,-10,-3.0,6,3.5,-18,-4,-15,16
CC(=O)OC1CC(OC2C(O)CC(OC3C(O)CC(OC4CCC5(C)C(CCC6C5CCC5(C)C(C7=CC(=O)OC7)C(O)CC65O)C4)OC3C)OC2C)OC(C)C1OC1OC(CO)C(O)C(O)C1O (stereo unspecified),-75,1.2,x,-7,x,4,72*,-369,3,x,-16
O=c1c2ccccc2nc(N2CCCC2)n1-c1ccccc1,9,2.9,2.9,-6,-0.2,-3,-0.8,5,-7,106,-9
COc1ccc(CN2CCCC(C(=O)c3ccc(Cl)cc3)C2)c(OC)c1 (stereo unspecified),12,4.2,-0.9,-3,0.3,4,3.5,-18,14,25,-23
Cc1ccc(C(=O)N2CC2C)cc1 (stereo unspecified),-30,0.2,x,u,x,-6,1.2,-6,0,x,0
O=c1c2ccccc2nc(-c2ccoc2)n1-c1ccccc1,12,x,2.5,-2,-0.1,6,-3.9,21,4,13,-21
COc1cc(C(=O)OC2C[C@H]3CC[C@@H](C2)N3)ccc1O (stereo partly specified),13,-0.2,-0.9,-13,-1.1,-13,-1.8,8,0,-14,5
CC(C)OC(=O)c1c(N)n(CC2CCCO2)c2nc3ccccc3nc12 (stereo unspecified),11,1.7,0.9,0,-0.2,-4,-3.4,16,-9,0,0
COc1ccc(CC2C(=O)N(C)C(=O)N(C)C2=O)c(OC)c1,-7,3.1,1.2,3,-1.0,-4,-0.6,3,14,-17,-6
O=C(c1cc2ccccc2oc1=O)N1CCC2(CC1)OCCO2,14,2.0,1.3,6,-2.7,4,-1.2,6,-7,-10,5
CC(C)OCCCNC(=O)c1c(N)n(Cc2cccs2)c2nc3ccccc3nc12,-9,3.5,-4.7,14,-0.5,-10,1.3,-8,-14,-18,-10
CCC(C#N)(CC)P(=S)(c1ccccc1)c1ccccc1,7,0.3,-0.3,8,1.6,-8,4.8,-24,7,-10,-18
COC(=O)C(O)(c1ccc(N(C)C(=O)COc2ccccc2)cc1)C(F)(F)F (stereo unspecified),11,4.5,2.6,-2,-2.6,6,-2.1,13,-3,x,-16
CNC(=O)c1cccn(Cc2ccc(C(F)(F)F)cc2)c1=O,4,2.6,0.5,3,-1.5,-7,-1.1,6,-6,-11,-10
C=CCn1c(O)c(C=NCCN2CCNCC2)c(=O)[nH]c1=O,-12,1.0,3.1,0,0.4,2,-1.8,11,-2,6,x
CCOc1ccc(NC(=O)c2c(O)[nH]c(=O)[nH]c2=O)cc1,-14,2.8,0.7,-17,-1.5,6,-1.3,7,-3,-8,37
CCOP(=O)(CN(CC)CCNP(=O)(OCC)OCC)OCC,-7,-0.4,3.6,-13,-1.3,-6,-1.7,8,5,216,30
NC(=O)c1cc(N2CC2)c([N+](=O)[O-])cc1[N+](=O)[O-],5,3.5,2.4,-21,3.4,-6,-0.3,2,-3,5,-16
O=C(c1cc(-c2ccccc2)nc2ccccc12)N1CCC2(CC1)OCCO2,-6,3.9,0.8,0,0.0,10,-1.4,8,10,10,-1
O=P(Oc1ccccc1)(Oc1ccccc1)C(O)c1ccc(Cl)cc1 (stereo unspecified),17,2.1,4.7,2,3.2,-6,3.8,-17,10,-27,45
O=C(O)C1C2CCC(O2)C1C(=O)NC1CCCCC1 (stereo unspecified),-31,0.1,-0.1,-2,2.2,-2,-1.8,8,0,16,1
CCCCOC(=O)COc1cc(C)cc2oc(=O)c3c(c12)CCC3,11,4.5,-0.9,0,0.2,-5,0.5,-3,13,-3,-8
CN1CCN(c2ncnc3ccc(Br)cc23)CC1,17,3.8,2.1,-13,1.7,-12,-2.8,16,-1,-2,x
CCCSc1nc(O)c(CC)c(=O)n1C(C)CC (stereo unspecified),-5,1.0,0.1,0,-1.5,-3,1.3,-7,5,2,0
CCOC(=O)c1nc2ccccc2c(=O)n1-c1ccc(C)cc1C,-2,-0.7,1.3,9,0.1,0,-2.4,12,12,641,-3
CC(C)=CCOc1c2occc2cc2ccc(=O)oc12,7,0.3,4.0,5,-2.6,-13,-1.0,6,-11,4,-18
CN1C(=O)C(Cc2ccccc2)C(=O)N(C)C1=O,10,1.0,x,0,x,-4,-3.5,15,7,x,10
CCOc1ccc(-n2c(O)c(N=Nc3c(C)n(C)n(-c4ccccc4)c3=O)c(=O)[nH]c2=O)cc1,x,1.2,2.7,1,1.2,x,x,x,x,4,10
N#Cc1ncc(N=Cc2ccc(N(CCCl)CCCl)cc2)s1,20,-4.2,x,1,x,5,-2.2,11,-2,x,6
CCCCCn1c(=O)c(C(=O)Nc2c(C)n(C)n(-c3ccccc3)c2=O)c(O)c2ccccc21,3,3.4,1.3,-2,3.1,0,-0.5,3,0,377,7

# Molecules above that have an NH in an aromatic ring, in the order listed:
canonical_smiles,HTR5A inv ag,phage Ecoli inh,AddAB inh,Tat export inh,Ecoli viability,PKA-R2B act,MOR-DOR ag,MOR-DOR inv ag,PKA-R1A act,SUMO Mot1 rescue,PfHsp90 yeast 2
CC1(C)CC(n2[nH]c(=O)c3c2NC(=O)CSC3c2ccc(F)cc2)CCO1 (stereo unspecified),-9,0.3,1.6,u,3.2,-5,-3.2,13,-10,1,4
C=CCn1c(O)c(C=NCCN2CCNCC2)c(=O)[nH]c1=O,-12,1.0,3.1,0,0.4,2,-1.8,11,-2,6,x
CCOc1ccc(NC(=O)c2c(O)[nH]c(=O)[nH]c2=O)cc1,-14,2.8,0.7,-17,-1.5,6,-1.3,7,-3,-8,37
CCOc1ccc(-n2c(O)c(N=Nc3c(C)n(C)n(-c4ccccc4)c3=O)c(=O)[nH]c2=O)cc1,x,1.2,2.7,1,1.2,x,x,x,x,4,10

# The listing continues:
# Order of values: HTR5A inv ag	phage Ecoli inh	AddAB inh	Tat export inh	Ecoli viability	PKA-R2B act	MOR-DOR ag	MOR-DOR inv ag	PKA-R1A act	SUMO Mot1 rescue	PfHsp90 yeast 2
OCC[N+]12CCC(CC1)C(C(O)(c1ccccc1)c1ccccc1)C2 (stereo unspecified)
→ -6	1.2	2.8	-6	-1.3	4	-2.7	13	1	-7	3
CN1CCC(N(C)c2ccc(C(N)=O)cc2[N+](=O)[O-])CC1
→ x	0.5	0.8	-13	-1.7	-3	x	x	10	-10	-33
O=C(O)c1ccc(-[n+]2c(-c3ccccc3)cc(-c3ccccc3)cc2-c2ccccc2)cc1
→ 2	1.8	2.6	-8	-1.6	-6	-3.9	18	-3	41	-31
CC(=O)N1CN2CN(C(C)=O)CC(C(=O)c3ccc([N+](=O)[O-])cc3)(C2)C1
→ -14	2.6	3.3	-4	1.7	3	0.9	-4	-1	-6	7
CCOC(=O)C1(c2ccccc2)CCN(CCC(=O)Nc2ccc(C(=O)OC)cc2)CC1
→ -4	2.2	-0.8	-4	-1.4	-7	4.8	-21	-8	72	-17
CN(C)c1ccc(/C=C2\C(=O)NC(=O)N(CCc3ccc(F)cc3)C2=O)cc1
→ 9	2.2	2.3	-82	-0.2	1	-0.9	4	1	12	-5
CCOc1ccc2[nH]c(=O)c(CN(CCO)C3(c4nnnn4C4CCCCC4)CCCCC3)cc2c1
→ 7	3.9	4.1	-5	0.9	-24	-3.3	14	-9	-5	-6
O=C(Nc1ccc2ccccc2c1)N1C[C@H]2C[C@@H](C1)c1cccc(=O)n1C2
→ -2	-0.8	-0.5	5	2.3	8	-1.0	6	-3	81	-15
N#CC1(c2ccccc2)CCN(C2CC(=O)N(c3ccc4c(c3)OCO4)C2=O)CC1 (stereo unspecified)
→ -10	1.0	5.0	4	-2.1	-1	-0.5	3	4	-1	8
COc1ccc(CCn2c(O)c(C=Nc3ccccc3F)c(=O)[nH]c2=O)cc1OC
→ -4	4.7	3.4	7	1.6	-6	-1.5	8	-11	-9	-8
N=C1c2ccccc2CN1NC(=O)c1ccc(Br)o1
→ 13	0.6	3.6	2	-1.3	-6	-2.5	13	-15	-21	11
Cc1ccc(C(=O)Nc2ccc(Cl)cc2C(=O)c2ccccc2)cc1
→ -39	2.6	0.6	3	-1.5	0	7.5	-43	-2	-10	-8
